PTHR1 agonist: agonists of human PTHR1 parathyroid hormone receptor; Q03431; HEK293 GP2 PTHR1 cells, GloSensor cAMP luminescence, 1 h; Potency, µM (top dose mostly 115 µM), inactives show top-dose activation, usual class: activators; hit rate 0.075% among 410,000; note: potency is the fitted concentration of half-maximal effect; nearly all actives have a fitted effect of over 55% in size; some results filed as inactive show a strong effect at the top dose; inactives centre near -15; many of its hits are not listed in these tables
Target sequence (Q03431 whole entry, looked up): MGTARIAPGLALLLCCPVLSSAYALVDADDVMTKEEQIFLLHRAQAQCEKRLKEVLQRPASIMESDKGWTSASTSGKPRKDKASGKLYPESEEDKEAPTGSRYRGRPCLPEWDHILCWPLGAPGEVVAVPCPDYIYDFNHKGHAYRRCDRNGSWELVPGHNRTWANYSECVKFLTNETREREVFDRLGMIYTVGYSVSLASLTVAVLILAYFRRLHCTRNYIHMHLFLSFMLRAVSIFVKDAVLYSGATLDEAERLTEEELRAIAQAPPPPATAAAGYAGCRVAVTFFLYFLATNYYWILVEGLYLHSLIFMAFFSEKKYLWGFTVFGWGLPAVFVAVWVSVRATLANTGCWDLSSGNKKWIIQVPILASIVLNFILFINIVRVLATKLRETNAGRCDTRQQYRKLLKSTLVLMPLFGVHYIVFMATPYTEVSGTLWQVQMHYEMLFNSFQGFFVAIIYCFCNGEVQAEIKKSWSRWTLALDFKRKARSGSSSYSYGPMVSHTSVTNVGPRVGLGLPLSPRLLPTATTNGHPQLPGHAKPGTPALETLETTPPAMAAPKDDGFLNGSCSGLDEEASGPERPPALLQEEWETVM
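HEK-293-derived GP2 cells expressing PTHR1 and a GloSensor cAMP reporter, 3,000/well, plated overnight, given luciferin plus IBMX (each 0.5 mM as added) for 1 h at 37 °C, then compound for 1 h at 37 °C. Luminescence was read after 15 min at room temperature.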
DRD3 antagonist: blocks the human D3 dopamine receptor. P35462. D3R cells, DiscoveRx beta-arrestin luminescence, antagonist mode; hits give low values. max response, negative = inhibition, %. hit rate 2.5% among 360,000. AID 652054; in the data active = max response below about -50%; inconclusive = no clear call, values can overlap the other calls; note: % is set by controls: 0 for no effect and ±100 for the full control effect; mostly tested at two doses, the higher about 12 µM
Target sequence (P35462 whole entry, looked up): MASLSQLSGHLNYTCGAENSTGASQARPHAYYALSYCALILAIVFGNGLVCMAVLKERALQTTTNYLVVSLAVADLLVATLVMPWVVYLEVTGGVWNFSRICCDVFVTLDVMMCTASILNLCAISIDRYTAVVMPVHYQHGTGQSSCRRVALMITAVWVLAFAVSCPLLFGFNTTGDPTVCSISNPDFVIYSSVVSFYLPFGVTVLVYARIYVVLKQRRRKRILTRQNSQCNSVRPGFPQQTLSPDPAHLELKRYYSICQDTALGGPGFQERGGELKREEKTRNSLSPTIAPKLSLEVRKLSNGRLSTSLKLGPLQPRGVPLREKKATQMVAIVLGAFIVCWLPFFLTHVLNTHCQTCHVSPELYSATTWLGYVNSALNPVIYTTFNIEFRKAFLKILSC
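Cells plated overnight at 1500 cells/well, then exposed to library compounds with dopamine controls for 90 minutes at 37 degrees C. DiscoveRx reagent added for 30–60 minutes at room temperature; luminescence read, quantitative HTS format.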
TDP43 rescue: TDP-43 toxicity inhibition in yeast; TDP-43 expressing yeast growth rescue, BacTiter-Glo, 24 h; hit rate 1.8% among 410,000; Potency, µM (highest dose often 46.1 µM), inactives show top-dose growth rescue (activation), hits mostly activators; note: potency is the fitted concentration of half-maximal effect; % of control where 0% means no effect; nearly all actives have a fitted effect of over 50% in size
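Cell-based yeast growth screen: TDP-43 expression induced in galactose, inoculum OD600=0.02 after raffinose pregrowth to mid-log. Read-out BacTiter-Glo luminescence at 24 hr, 30 deg C; inhibition of toxicity seen as signal increase.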
GLP1R inv ag: inverse agonists of human GLP-1 receptor; P43220; HEK293 GLP-1R CRE-luciferase, luminescence, 24 h; GLP-1R form is constitutively active; Potency, µM (titrated, usually from 38.3 µM), without a hit: at the highest dose activity change, negative = inhibition, hits mostly inhibitors; hit rate 1.6% among 410,000; AID 624417; note: potency is the fitted concentration of half-maximal effect; % is set by controls: 0 for no effect and ±100 for the full control effect; nearly all actives have a fitted effect of over 55% in size
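Stable HEK293 clone (constitutively active GLP-1R + cAMP-response luciferase); 200 cells/uL plated, 12 h pre-culture, compound 24 hr, 37 deg C/5% CO2; detection reagent 12 min RT; luminescence.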
aSyn rescue: rescues yeast growth from alpha-synuclein toxicity. Yeast expressing alpha-synuclein, growth rescue, BacTiter-Glo, 24 h. Potency, µM (series often up to 46.1 µM), for the others: at the top dose growth rescue (activation), hits mostly activators. hit rate 0.14% among 370,000. AID 652106; note: potency is the fitted concentration of half-maximal effect; % of control where 0% means no effect; nearly all actives have a fitted effect of over 65% in size
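Rescue of yeast growth: cells expressing toxic alpha-synuclein, induced in galactose at OD600 0.02, incubated with compound 24 h at 30 C. ATP luminescence quantified growth; inhibitors of toxicity appear as activators.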
FUS suppressor: rescues growth of FUS-expressing yeast; S. cerevisiae FUS-expressing, growth rescue, OD600, 24 h; Potency, µM (titrated, usually from 76.6 µM), without a hit: at the top dose growth rescue (activation), most hits filed as activators; hit rate 0.24% among 390,000; AID 1347120;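 note: potency is the fitted concentration of half-maximal effect; plate controls were DMSO vehicle for no effect and reference control for full effect; nearly all actives have a fitted effect of over 55% in size; some results filed as inactive show a strong effect at the top dose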
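Cultures pregrown in 2.5% raffinose medium are shifted to minimal medium containing 2% galactose to express toxic FUS. Compounds are tested at several concentrations. After 24hr at 30C, growth is quantified at 600 nm absorbance.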
GLP1R ag: activates the human GLP-1 receptor; P43220; Potency, µM (series often up to 45.6 µM), without a hit: top-dose activation, hits mostly activators; hit rate 0.007% among 380,000; HEK293 GLP-1R CRE-luciferase, luminescence, 4-6 h; cells express a hypersensitive GLP-1R form; note: potency is the fitted concentration of half-maximal effect; % of control where 0% means no effect
pAkt inh: Akt phosphorylation inhibition | hit rate 0.32% among 360,000 | Neuro2A IGF-stimulated pAkt S473 HTRF, 20 min; hits give low values | activity change, % for hits at 50 µM; in the data active = activity change below about -80%; inconclusive = mostly about -51% to -80%; note: % is set by controls: 0 for no effect and ±100 for the full control effect
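Neuro2A cells (4,500/well, DMEM with 0.5% FBS) were treated with compound at a single 50 µM final concentration, stimulated with 6 nM IGF for 20 min at 37 °C, and lysed. Phospho-Akt Ser473 was read by HTRF as 665/615 ratio ×10^4.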
Abeta rescue: restores growth of yeast expressing A-beta42 peptide; yeast expressing A-beta42, growth rescue, OD600, 48 h; response scale: 0% DMSO, 100% iron-clioquinol control; Potency, µM (top dose mostly 46.1 µM), for inactives: top-dose growth rescue, actives largely listed as activators; hit rate 0.063% among 410,000; AID 1347071; note: potency is the fitted concentration of half-maximal effect; nearly all actives have a fitted effect of over 55% in size
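Yeast A-beta toxicity model in growth medium with pinned compounds, 48 h at 30 C; growth read as absorbance at 600 nm. Normalized to FeCl3/clioquinol equimolar mix (positive) and DMSO (negative).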
Starred values were filed as active, the others as inactive; i = inactive; u = inconclusive; x = not tested or not shown; & = joins results of further samples; [ ] = dose if it differs, or a comment. Unless noted, calls come from the whole dose curve; as a rule, active = well fitted curve in the direction sought with a large enough effect; inconclusive = small, poorly fitted or top-dose-only effect, or another doubt; inactive = no such curve, though single readings can be large; an effect the other way counts as inactive or inconclusive. This is a subset; count on the stated rates, not on these rows.

Molecule | GLP1R ag | pAkt inh | GLP1R inv ag | FUS suppressor | TDP43 rescue | PTHR1 agonist | DRD3 antagonist | Abeta rescue | aSyn rescue
O=C(NCCc1cccs1)c1ccc(Cn2c(SCc3ccc(F)cc3)nc3cccnc32)cc1 | x | x | -9.5% | -15.5% | 20.9% | -13.4% | x | 4.4% | x
COc1ccc(C(=O)c2nccc3cc(OC)c(OC)cc23)cc1OC | 7.7% | i | 38.3%[activator] | x | 32.4% | i | 0.0 | -2.1% | 12.1%
CN(C(=O)c1cc2nc(-c3ccc4c(c3)OCO4)cc(C(F)(F)F)n2n1)c1ccc(OC(F)(F)F)cc1 | 0.2% | x | -2.4% | -12.2% | 6.8% | i | x | -7.5% | x
CC(Oc1ccc(C#N)cc1)C(=O)NC1CCCC1 (stereo unspecified) | -7.5% | i | 5.0% | -17.1% | 9.5% | i | 11.0 | -10.3% | 6.9%
COc1ccc(NC(=O)c2cc(-c3ccc(F)cc3OC)n[nH]2)c(C)c1 | 9.5% | i | 3.9% | -2.1% | u | i | 1.2 | -7.6% | 3.4%
CCOC(=O)c1c(C)n(OCc2ccccc2)c2ccc3c(no[n+]3[O-])c12 | 2.8% | i | -5.5% | -5.1% | -5.0% | -0.2%[57.5 µM] | 20.8 | -1.7% | 5.2%
Cc1cc(-c2ccc(N3CCOCC3)cc2)nc2ccccc12 | 11.4% | i | 5.9% | x | -6.8% | -24.9% | 15.7 | -7.5% | u
CC1=C(C(N)=O)C(c2ccccc2[N+](=O)[O-])n2ncnc2N1 (stereo unspecified) | -3.9% | i | -2.0% | -15.3% | -5.8% | -2.5% | -6.5 | -21.2% | -5.4%
Brc1cnc2nc[nH]c2c1 | -3.8% | i | 9.0% | -7.6% | 17.3% | i | 35.4 | -2.8% | 3.0%
CCS(=O)(=O)Nc1ccc(C2=NN(C(C)=O)C(c3cccs3)C2)cc1 (stereo unspecified) | 8.9% | i | u | 20.8% | -4.9% | -12.0% | -13.1 | -7.0% | -1.6%
C[C@H](NC(=O)c1cccc([N+](=O)[O-])c1)C(=O)OCC(=O)c1ccccc1Br | -8.0% | i | 21.3% | -0.6% | 12.5% | 23.5% | -24.7 | 25.2% | -1.1%
CC1CCN(CC(=O)Nc2ccc(C(=O)N3CCCCC3)cc2)CC1 | -0.3% | i | -51.9% | 8.2% | -7.0% | u | -13.3 | -13.3% | -2.7%
Cc1c(-c2ccccn2)c(=O)[nH]n1-c1ccc(F)cc1 | -4.0% | i | u | -10.0% | 18.6% | -37.9% | -19.2 | 0.8% | 0.7%
O=C(COc1ccccc1)N1CCN(C(=O)c2ccco2)CC1 | -5.1% | i | 27.4% | 6.3% | -22.9% | i | 11.4 | 4.5% | -2.8%
CCN(C(=O)CCNC(=O)Cn1cnc2ccccc2c1=O)c1ccccc1F | 7.2% | i | -2.7% | -2.1% | -1.9% | -0.4% | 8.0 | -2.1% | -4.1%
CN(C)CCCNS(=O)(=O)c1ccc(N2CCN(Cc3ccc4c(c3)OCO4)CC2)c([N+](=O)[O-])c1 | 1.6% | i | u | 14.2% | -13.1% | -24.7% | -16.2 | 0.0% | -3.5%
COc1ccc(NC(=O)CN(C)C(=O)c2cn(-c3ccccc3)nc2-c2ccc(Cl)cc2)cc1 | -27.5% | i | u | u | u | -3.3% | 0.0 | 11.9% | 0.7%
CCC(=O)N[C@H]1CC[C@@H](CCn2cc(C3CC3)nn2)O[C@@H]1CO | x | i | 6.6% | -11.3% | 5.2% | -1.6% | -29.2 | -7.4% | -5.3%
O=C(O)CCNS(=O)(=O)c1ccc(Oc2ccccc2Cl)cc1 | 4.4% | i | 7.2% | 10.0% | -6.5% | u | -13.7 | -8.4% | -2.4%
O=C(C=Cc1ccco1)c1ccc([N+](=O)[O-])cc1 | 12.2% | i | 0.1% | 1.4% | 13.5% | -8.5% | -0.2 | 21.6% | -0.9%
Cc1nc([N+](=O)[O-])cn1CC(O)c1ccc(-c2ccccc2)cc1 (stereo unspecified) | 8.5% | i | -22.4% | 17.8% | 14.5% | -7.7% | 2.6 | 8.8% | 0.4%
CC1CCN(c2ccc(S(=O)(=O)N3CCC(C)CC3)cc2N)CC1 | 7.3% | i | u | 11.3% | -0.9% | -25.5% | 6.4 | -4.0% | 0.3%
COC(=O)CN1C(c2cccc(Cl)c2)=Nc2ccc(Cl)cc2C1c1ccccc1 (stereo unspecified) | -6.4% | i | -21.8% | x | -8.9% | -16.5% | -5.4 | 19.4% | -1.0%
N#CCOc1ccccc1P(=O)(c1ccccc1)c1ccccc1 | -5.4% | i | -2.3% | -12.6% | 3.9% | -15.9% | 7.9 | -12.4% | -3.0%
CCOC(=O)c1cc(-c2ccco2)nn1-c1ccc(C)cc1 | 11.6% | i | -5.6%[7.66 µM] | 37.0% | 15.9%[9.22 µM] | -26.6% | -2.2 | -4.1% | 15.7%
O=C1COc2ccc(C(=O)COC(=O)c3c(F)cccc3Cl)cc2N1 | 15.1% | i | -2.8% | 10.2% | 19.5% | -10.5% | 4.2 | 6.3% | 2.8%
CCc1nnc(NC(=O)CSc2nnc(Cc3ccc(OC)cc3)o2)s1 | 11.0% | i | 4.6% | -7.9% | 0.0% | i | -4.7 | -13.0% | 2.3%
COc1ccc(C(=O)/C=C/Nc2ccc(NC(C)=O)cc2)cc1OC | 11.1% | i | 21.3% | 30.3% | -24.2% | -7.2%[57.5 µM] | -18.5 | -82.5%[inhibitor] | u
O=C(CCCN1C(=O)CCC1=O)Nc1ccccc1F | -14.7% | x | 3.0% | 9.3% | -15.1% | i | 13.8 | 5.7% | 0.1%
O=C1CS/C(=N/N=C2C3CC4CC(C3)CC2C4)N1 | -2.1% | i | u | x | 19.2% | i | -23.2 | -6.9% | -4.5%
O=C(N/N=C/c1coc2ccccc2c1=O)c1cc(Br)c(O)c(Br)c1 | 6.9% | i | -25.4% | 7.1% | -32.8%[inhibitor] | -24.3% | -9.4 | -28.7% | -8.9%
Cc1ccc(S(=O)(=O)N[C@@H](Cc2ccccc2)C(=O)CCl)cc1 | -4.3% | i | -30.8% | -36.2% | 3.16µM* | -87.5%[inhibitor] | -10.2 | -20.1% | -39.1%&-1.8%[inhibitor]
Cn1c(CN2CCCCC2)c(C#N)c2ccccc21 | 3.9% | i | 3.2% | 22.0% | -31.4%[inhibitor] | -6.5%[57.5 µM] | -78.3* | -11.8% | -1.1%
C=CCOc1ccc2c(c1)c(S(=O)(=O)c1ccc(C)cc1)cn2COC | -1.5% | i | 2.8% | 23.4% | -2.1% | -2.3%[57.5 µM] | 4.2 | 5.9% | 14.8%
O=C(c1ccco1)N1CCN(C(=O)c2ccco2)C1=S | -31.8%[inhibitor] | i | u | x | -7.0% | -17.1% | -22.8 | -2.6% | 5.1%
COC(=O)C1=CN(CC2CCCO2)C=C(C(=O)OC)C1c1ccsc1 (stereo unspecified) | -8.3% | i | 0.0% | 6.2% | 4.3% | -9.3%[57.5 µM] | -16.0 | 22.5% | -7.8%
Cc1ccc(NC(=O)CSc2nc3ccc(NC(=O)COc4ccc(C)cc4)cc3s2)cc1 | x | x | 3.2% | 4.7% | 5.5% | i | x | -11.3% | x
COC(=O)C1CCN(C(=O)c2ccc(SC)cc2OC)CC1 | -7.5% | i | 1.6% | -4.6% | 0.0% | i | 26.1 | 13.9% | -0.6%
O=C1CNC(=S)N1CCCn1ccnc1 | -0.1% | i | 3.0% | -3.8% | -3.4% | u | -9.1 | 14.8% | -4.3%
CCOc1ccc(S(=O)(=O)NCCC(=O)N2CCN(C(C)=O)CC2)cc1 | -1.8% | i | 1.4% | -5.1% | -0.6% | -5.5% | 29.3 | -2.3% | -0.6%
CCN(CC)c1ccc(CNCc2cccs2)cc1 | 2.1% | i | u | 5.0% | -7.4%[9.22 µM] | i | -9.5 | -6.2% | 0.4%
Cc1cc[n+](CC[n+]2ccc(C)cc2)cc1 | 8.2% | i | 11.8% | -18.2% | 10.3% | i | -10.1 | 0.2% | -17.7%
CC(C)C[C@H]1CN=C(N(C)C)N1CC1CCCC1 | -5.2% | i | -16.1% | -26.7% | -5.8% | -3.7% | 8.4 | -4.3% | 7.8%
COc1ccc(-c2cc(C(F)(F)F)nc(SCC(=O)NCCc3ccccc3)n2)cc1OC | x | x | 24.3% | 24.9% | 0.0% | i | x | -2.5% | x
O=C(Nc1nccs1)c1ccc(Cl)cc1[N+](=O)[O-] | 3.6% | i | 0.0% | 22.4% | -9.3% | i | 10.9 | -18.0% | -1.0%
Cc1cccc(N2CCN(Cc3nc(-c4cccc(Oc5ccccc5)c4)oc3C)CC2)n1 | 8.0% | i | u | 13.7% | -4.4% | -45.3%[inhibitor] | -6.7 | -14.8% | 0.2%
Cc1ccc(-n2[nH]c(C)c(/C=N/NC(=O)c3ccc(O)cc3O)c2=O)cc1 | 0.7% | i | u | -0.4% | -38.8%[inhibitor] | -72.0%[inhibitor] | -2.9 | -48.5%[inhibitor] | -33.3%[inhibitor]
C#CC(CC)(CC)NC(=S)Nc1cccc(C(C)=O)c1 | 20.9% | i | u | 15.5% | 6.7% | -5.7%[57.5 µM] | u | 13.8% | 4.0%
CCOc1c(C)cnc2c1c(=O)n(CC(=O)NCC1CCCO1)c(=O)n2C (stereo unspecified) | -10.1% | i | 12.0% | -8.9% | -1.5% | i | 9.3 | 7.8% | -1.7%
Nc1ccccc1SCc1ccccc1Cl | 0.0% | i | u | 1.6% | 18.3% | i | 20.3 | -0.6% | 11.9%
C=CCN1C(=O)/C(=C/c2ccccc2)S/C1=N/c1nccs1 | 0.9% | i | 14.4% | x | 3.9% | -44.5% | -19.3 | 1.9% | -4.2%

Assay outcomes deposited in PubChem BioAssay by National Center for Advancing Translational Sciences (NCATS).
